# High-throughput results deposited in PubChem by Broad Institute.
# ARNT-TACC3 inh = ARNT/TACC3 interaction disruption; Q9Y6A5; AlphaScreen His-ARNT PAS-B/GST-TACC3 binding, luminescence; TACC3 fragment carries E629A point mutation; inhibition, % at 9.99 µM; actives 0.66% (n = 390,000); AID 623870;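 active = mean inhibition of replicates at least 50% and at least half of replicates each reaching 50%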;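 also: 0% = complete ARNT plus TACC3 wells and 100% = ARNT alone without TACC3; many hits fall short of the cut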
# RAD54 branch = blocks human RAD54 Holliday junction branch migration. actives 0.14% (n = 360,000). Q92698. AID 602329. inhibition, % at 10.4 µM. FAM/BHQ fluorescence;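 active = mean normalized replicate activity at least 40 and at least half of replicates scoring 40 or more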;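 also: 0% = median of neutral control wells and 100% = median of positive control wells; inhibitors cause a drop in the FAM fluorescence signal; in these data hits start at about 50%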
# INS-1E GSIS act = GLuc luminescence reporter in INS-1E cells, primary screen for activators of glucose-dependent secretion of insulin. activation, % at 16.6 µM. actives 0.61% (n = 370,000). AID 743287. INS-1E GLuc reporter insulin secretion, 2-3 h;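 active = lowest replicate activation of at least 40%, so every replicate reaches that level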;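 also: 0% = median of neutral control wells and 100% = median of IBMX positive control wells; some compounds called inactive have numbers as strong as hits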
# RAD52 inh = RAD52 (human) annealing inhibition. inhibition, % at 18.7 µM. P43351. recombinant RAD52 DNA annealing, FRET fluorescence. actives 0.46% (n = 360,000);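 active = every replicate showing at least 50% inhibition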
# esBAF inh = SWI/SNF esBAF complex inhibition | mouse ES cells, Bmi1-luciferase knock-in reporter, 24 h; 100% = twice the neutral-well signal | reporter increase, % at 12.5 µM | actives 2% (n = 350,000); in the data active = activation above about 40%;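 also: 0% = median of the plate's neutral control wells and 100% = double that signal; a rise in the Bmi1 reporter signal indicates esBAF inhibition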
# ERAP1 inh = blocks human ERAP1 aminopeptidase activity | recombinant ERAP1, Leu-AMC fluorescence, 60 min | inhibition, % at 10.7 µM | Q9NZ08 | AID 652197 | actives 0.15% (n = 340,000);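 active = mean replicate inhibition of at least 30%, or all replicates individually reaching that 30% level; inactive = mean below 30% and not every replicate reaching it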;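 also: 0% = neutral control wells and 100% = L-leucinethiol positive control wells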
# Target sequence (Q9NZ08 whole entry, looked up): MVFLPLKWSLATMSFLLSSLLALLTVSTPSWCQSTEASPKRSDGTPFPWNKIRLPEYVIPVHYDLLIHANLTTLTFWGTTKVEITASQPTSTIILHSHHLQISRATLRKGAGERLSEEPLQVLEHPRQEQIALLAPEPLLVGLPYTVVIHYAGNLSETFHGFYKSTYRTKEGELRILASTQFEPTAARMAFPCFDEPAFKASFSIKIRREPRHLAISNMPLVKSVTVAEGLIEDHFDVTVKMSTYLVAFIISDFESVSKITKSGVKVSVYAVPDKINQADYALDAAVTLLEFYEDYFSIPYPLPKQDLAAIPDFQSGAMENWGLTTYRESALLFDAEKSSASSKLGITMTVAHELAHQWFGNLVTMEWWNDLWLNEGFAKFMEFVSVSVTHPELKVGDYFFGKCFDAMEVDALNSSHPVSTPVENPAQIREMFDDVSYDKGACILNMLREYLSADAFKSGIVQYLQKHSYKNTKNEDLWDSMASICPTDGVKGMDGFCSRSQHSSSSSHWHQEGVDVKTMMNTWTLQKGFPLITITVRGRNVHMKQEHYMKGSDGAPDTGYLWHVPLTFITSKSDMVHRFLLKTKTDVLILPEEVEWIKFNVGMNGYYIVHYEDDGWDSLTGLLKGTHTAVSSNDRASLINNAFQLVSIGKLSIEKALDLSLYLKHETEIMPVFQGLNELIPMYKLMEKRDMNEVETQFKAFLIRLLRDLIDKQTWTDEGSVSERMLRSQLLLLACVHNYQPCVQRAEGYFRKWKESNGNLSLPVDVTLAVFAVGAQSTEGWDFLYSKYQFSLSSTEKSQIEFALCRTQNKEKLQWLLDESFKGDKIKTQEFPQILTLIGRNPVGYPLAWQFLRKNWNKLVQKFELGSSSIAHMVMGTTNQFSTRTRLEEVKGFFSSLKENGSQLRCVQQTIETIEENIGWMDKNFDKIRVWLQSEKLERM
# F508del corr = CFTR F508del correction in bronchial cells. CFBE cells, YFP halide quenching; stimulated with forskolin plus potentiator P3; % fluorescence drop versus neutral controls. activity (quench increase), % at 7.58 µM. actives 0.36% (n = 350,000);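 active = mean added fluorescence quench of at least 8% versus neutral control, with both replicates also reaching 8%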;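 also: cells transiently co-express mutant CFTR-F508del with the halide-sensitive YFP; corrector assay measuring rescue of mutant channel to the surface after 24 h compound exposure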
# XiGFP reactiv = X-chromosome reactivation activator; XiGFP mouse fibroblasts, % GFP-positive cells imaging, 3 d; cells co-treated with 5-aza-dC sensitizer; scaled so ellipticine positive control = 100%; activation, % at 7.58 µM; actives 0.055% (n = 360,000); AID 743238;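 active = mean normalized replicate activation at least 10% and every replicate at or above 10%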;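 also: 0% = median of on-plate neutral control wells and 100% = ellipticine 6 µM median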
#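 System: 68-5-11 XiGFP fibroblast line | Buffer or medium: DMEM containing 5-aza-dC | Compound: Single point | Times: Compounds 3 days, fix/stain 15 min at room temperature | Benchmarks: Positive control ellipticine, 6 µM final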
# * marks the source's active call; other numbers are inactive results; x = no result given.
SMILES,ARNT-TACC3 inh,RAD54 branch,INS-1E GSIS act,RAD52 inh,esBAF inh,ERAP1 inh,F508del corr,XiGFP reactiv
CN(C)C(CNc1ncnc2sc3c(c12)CCCC3)c1ccco1 (stereo not given),2.7,x,27.4,-15.8,x,3.8,-5.9,0.0
CCCN(CC1CC1)C(=O)COC(=O)c1[nH]c(C)c(C(=O)OCC)c1C,-2.4,2.5,-11.7,-19.7,-0.6,-1.4,-1.1,x
CC(C)c1ccc(N(C(=O)c2ccco2)C(C(=O)NC2CCCC2)c2ccncc2)cc1 (stereo not given),3.8,-17.3,-13.0,-9.5,46.8*,1.7,-1.9,0.0
CC(C)CCNC(=O)c1ccc(NC(=O)C2=CSCCO2)cc1,x,3.6,-13.0,-6.8,26.7,-2.9,1.7,0.2
COc1cc2oc(=O)cc(-c3cccc(-c4cccc(C)c4)c3)c2c(OC)c1OC,-3.4,1.1,0.7,-1.1,4.1,-2.0,-2.2,0.0
Cc1ccccc1NC(=O)Cn1c(C)nc2ccc(N)cc2c1=O,5.9,-3.0,-4.2,-10.3,-1.7,-0.7,x,x
C[C@H](CO)N1C[C@H](C)[C@H](CN(C)CC2CC2)Oc2ccc(NC(=O)Cc3ccccc3)cc2C1=O,14.5,4.0,6.6,8.5,-0.8,2.1,0.2,0.0
Cc1cc(C)c(C#N)c(Nc2ccccc2)n1,1.8,2.5,16.3,x,-6.6,x,x,x
C[C@H]1CN([C@@H](C)CO)C(=O)c2cc(NS(=O)(=O)c3cccs3)ccc2O[C@@H]1CN(C)S(=O)(=O)c1ccc(Cl)cc1,-4.2,25.4,-7.4,-1.1,3.1,-1.8,-0.7,0.1
COC(=O)/C=C1\OCc2cc(OC)c(OCc3ccccc3)cc21,x,x,-14.4,12.6,x,-0.9,-1.1,0.2
C[C@H]1CCCCO[C@H](CN(C)C(=O)Nc2ccc(F)cc2)[C@@H](C)CN([C@@H](C)CO)C(=O)c2cc(NC(=O)CCCN(C)C)ccc2O1,-2.4,1.6,-9.0,10.0,3.2,0.4,1.2,-1.0
O=C(NC1(C(F)(F)F)NC(=O)N(Cc2cccnc2)C1=O)c1ccncc1 (stereo not given),-0.8,8.1,9.2,-6.1,-0.2,-3.8,1.6,x
COc1ccc(-c2noc(CSc3nnc(-c4ccccc4)n3C)n2)cc1,-15.2,-7.8,-15.0,-11.4,4.1,-0.3,-3.8,x
C[C@H](CO)N1C[C@H](C)[C@@H](CN(C)C(=O)CCCN(C)C)OCCCC[C@H](C)Oc2ccc(NS(=O)(=O)c3cccs3)cc2C1=O,-15.5,0.7,4.8,10.7,-0.7,7.3,0.0,0.2
O=C(CCCC(=O)c1ccccc1)NCCc1ccccc1F,-1.6,6.9,-4.0,-4.9,-4.2,-0.7,0.2,0.0
Cc1ccc(C(=O)OCC(=O)N(CC(C)C)c2c(N)n(Cc3ccccc3)c(=O)[nH]c2=O)s1,2.1,7.3,-17.2,-32.3,-2.5,8.4,-2.6,0.1
CCOc1ccc2[nH]cc(C(=O)N3CCN(CC)CC3)c(=O)c2c1,2.8,5.8,14.9,x,10.1,x,x,x
COc1ccc(Cl)cc1Nc1ncnc2sc(C)c(S(=O)(=O)N3CCC(C)CC3)c12,-3.3,-5.2,-14.4,x,x,x,x,0.1
Cc1ccc(S(=O)(=O)N(C)C[C@@H]2Oc3ccc(NC(=O)C4CCCCC4)cc3C(=O)N([C@H](C)CO)C[C@H]2C)cc1,-1.4,3.5,-8.6,4.9,-14.1,-6.1,2.0,0.2
COc1cccc(N2[C@@H](CC(=O)O)c3cc(C(F)(F)F)ccc3S2(=O)=O)c1,-0.6,3.7,-0.2,-20.3,-4.5,8.2,-2.8,0.0
COCOc1ccc(-c2cc(=O)c3c(O)cc(OCOC)cc3o2)cc1,-10.3,2.0,x,-6.3,88.5*,-1.3,4.4,x
CCc1ccc(OCC(=O)O/N=C(\N)c2cccnc2)cc1,x,-1.1,2.9,1.3,18.8,-3.0,1.8,-0.1
O=C1NC(c2ccncc2)Nc2sc3c(c21)CCCC3 (stereo not given),5.9,x,2.8,-3.8,x,-2.3,-0.2,x
Cc1cnc(C)c(N2CCN(Cc3cn(C)nc3-c3cccc(Cl)c3)CC2)n1,3.4,x,1.6,-16.0,x,-0.4,-0.8,0.1
CCOC(=O)C1=C(C)N(c2ccccc2)C(=O)/C1=C\c1ccc(O)c(OC)c1,10.5,3.4,-18.3,-1.0,-1.9,2.4,-0.6,0.1
# The results go on.
SMILES,ARNT-TACC3 inh,RAD54 branch,INS-1E GSIS act,RAD52 inh,esBAF inh,ERAP1 inh,F508del corr,XiGFP reactiv
CSCCCNC(=S)Nc1ccc(N2CCOCC2)cc1N1CCOCC1,1.2,0.0,6.5,3.6,14.5,2.4,-4.4,0.4
CS(=O)(=O)N(CC(=O)O)Cc1cccc(CN(CC(=O)O)S(C)(=O)=O)c1,-33.9,-8.8,-2.5,-2.1,0.2,-0.4,3.3,0.2
O=C(Nc1ccccc1N1CCOCC1)c1cccc(Oc2ccccc2)c1,0.8,-5.8,-23.3,-28.7,12.0,4.3,0.0,0.3
Cc1ccc(Nc2nc3c(c(=O)[nH]2)CCCC3)cc1,1.8,-5.1,13.2,x,69.9*,x,x,x
CCN(CC)CCn1c(NC(=O)c2ccc(Cl)cc2)nc2ccccc21,9.8,x,7.7,-2.8,x,-0.1,2.5,x
O=C(c1ccc(Cl)cc1)c1ccccc1C(=O)N1CCOCC1,-5.4,x,-2.3,-3.4,x,4.1,1.5,x
C[C@@H]1CN([C@@H](C)CO)C(=O)c2cc(C3=CCCCC3)cnc2O[C@H]1CN(C)S(=O)(=O)c1cn(C)cn1,-2.5,-2.9,-2.0,-0.9,3.8,-0.1,-1.2,0.1
C[C@H]1CN([C@@H](C)CO)C(=O)Cc2cc(NC(=O)Nc3cccc4ccccc34)ccc2O[C@@H]1CN(C)CC1CC1,1.7,-7.3,22.4,13.7,-2.1,2.5,0.9,-1.2
COc1ccc(Nc2ncnc3c2c(C)c(C)n3CCCN(C)C)cc1,13.5,14.3,16.3,23.2,9.8,-0.5,2.1,0.1
CCN(C[C@H]1N[C@@](C)(C(=O)OC)[C@H]2C(=O)N(C)C(=O)[C@@H]12)C(=O)Nc1ccc(Cl)cc1,3.2,1.0,14.6,-17.4,7.5,-2.2,-1.2,0.4
CCn1c(=O)c2ccccc2n(Cc2ccc([N+](=O)[O-])cc2)c1=O,1.8,3.2,27.5,-10.2,-8.6,3.5,3.9,0.0
C[C@H]1CN([C@@H](C)CO)C(=O)Cc2cc(NC(=O)NC3CCCCC3)ccc2O[C@@H]1CN(C)C(=O)Nc1ccc(F)cc1,-1.6,4.0,24.7,9.6,2.3,-0.9,1.0,-0.1
COc1ccccc1CNC(=O)C(NC(=O)C1CCCCC1)C(C)C (stereo not given),-3.0,16.1,-5.1,-1.9,-13.5,3.7,1.2,0.0
CCc1ccc(N2CC(C(=O)OC)CC2=O)cc1 (stereo not given),2.3,x,-13.5,-0.2,x,-0.4,-1.2,0.2
O=C(OCCC1Oc2cccnc2NC1=O)c1ccc(Cl)cc1 (stereo not given),-13.6,0.7,6.8,-3.5,-8.1,0.6,-2.9,0.1
C[C@@H]1CCCCO[C@@H](CN(C)Cc2ccc(Cl)c(Cl)c2)[C@@H](C)CN([C@H](C)CO)C(=O)c2cc(NS(=O)(=O)c3ccc(Cl)cc3)ccc2O1,0.7,-1.0,5.1,-6.7,3.8,-3.3,2.5,0.1
Cc1ccc(S(=O)(=O)N(C)C[C@H]2Oc3ccc(NC(=O)Nc4cccc5ccccc45)cc3CC(=O)N([C@H](C)CO)C[C@H]2C)cc1,12.4,-4.8,-0.1,13.2,5.7,0.6,-4.9,0.0
COc1ccccc1C(=O)NCC(=O)N(C)Cc1nc2ccccc2c(=O)[nH]1,x,-1.2,x,-8.1,-0.8,-8.7,x,0.0
C[C@H](CO)N1C[C@H](C)[C@H](CN(C)CC2CCOCC2)Oc2ncc(-c3cncnc3)cc2C1=O,-1.1,2.2,14.0,-17.3,-3.3,3.5,1.0,-0.9
O=[N+]([O-])c1ccccc1Nc1cccnc1,-3.5,-2.0,1.8,-3.1,11.7,4.1,-1.3,0.0
C[C@H](O)C#Cc1cnc2c(c1)C(=O)N([C@@H](C)CO)C[C@@H](C)[C@@H](CN(C)C(=O)Nc1ccc(C(F)(F)F)cc1)O2,x,7.3,-10.4,x,6.8,x,-2.0,-1.0
COc1ccc(/C(O)=C2/C(=O)C(=O)N(c3ccccn3)C2c2ccc(F)cc2)cc1 (stereo not given),-3.1,-0.4,x,0.6,22.8,0.8,-2.9,0.3
CCOc1cccc(-c2nc3c(s2)CCc2onc(-c4cccc([N+](=O)[O-])c4)c2-3)c1,-14.1,7.4,-2.9,-0.9,-2.8,-1.3,0.3,-0.3
COC(=O)C1CCN(S(=O)(=O)Cc2ccccc2Cl)CC1,-0.7,2.6,10.8,-5.6,-1.5,2.0,-2.9,0.2
O=C(c1ccccc1Cl)N(Cc1ccccc1F)N1C(=O)CCCC1=O,0.6,-15.8,11.6,-12.0,0.9,x,-1.4,-0.2
# (list continues)
SMILES,ARNT-TACC3 inh,RAD54 branch,INS-1E GSIS act,RAD52 inh,esBAF inh,ERAP1 inh,F508del corr,XiGFP reactiv
Cc1ccc(-c2nc3ccc(Cl)cc3n2OC(C)C(=O)O)cc1 (stereo not given),-7.0,x,-17.5,-4.6,x,1.1,-0.1,0.1
O=C(Nc1ccc(C(=O)O)cc1)/C(=C\c1ccc([N+](=O)[O-])cc1)NC(=O)c1ccco1,x,-3.1,5.8,-3.0,-1.8,-4.7,-1.9,0.0
c1ccc2c(c1)Cn1nnnc1-2,3.3,-4.7,12.1,-5.8,-1.1,-10.0,-2.0,x
OCCCC1CCCN(Cc2cn[nH]c2-c2ccc(F)cc2F)C1 (stereo not given),-0.3,x,1.1,-19.0,x,-2.6,1.5,0.0
CSc1nnc2c3c4c(sc3nc(-n3nc(C)cc3C)n12)COC(C)(C)C4,-4.2,2.9,-7.9,x,-11.8,x,x,x
COc1ccc(C(=O)NC2CCCc3ccccc32)c(OC)c1OC (stereo not given),-0.3,9.9,12.7,-4.0,-2.5,-4.5,-0.9,0.1
CN(Cc1ccccc1)C(=O)c1ncn(Cc2ccccc2)c1C(=O)N(C)Cc1ccccc1,-1.2,-1.6,-31.5,13.5,-0.5,-1.6,0.2,-0.3
CN1CCC(CN)(N2CCN(c3ccccc3)CC2)CC1,33.9,12.0,13.3,83.9*,2.9,0.9,2.3,0.1
N#Cc1ccccc1OCC(=O)C1CC1,-4.1,x,6.3,-6.4,x,-6.6,1.3,0.0
C[C@@H]1CN([C@H](C)CO)C(=O)c2cccc(NS(=O)(=O)c3cn(C)cn3)c2O[C@H]1CN(C)C(=O)Nc1ccc(C(F)(F)F)cc1,-7.7,4.6,-17.1,0.3,5.1,0.5,-0.9,0.0
CC(=O)N1N=C(c2ccco2)CC1c1cc2cc(C)ccc2nc1Cl (stereo not given),x,-1.8,-11.5,-18.7,x,2.7,-1.6,0.0
Nn1cnnc1N/N=C/c1ccc(Cl)cc1Cl,3.4,-3.1,-3.6,-13.6,3.5,-0.3,-0.7,0.1
CCCN1CCCCC(NC(=O)c2ccc(C)cc2C)C1=O (stereo not given),x,x,10.5,-11.2,x,-1.7,-0.9,0.4
COCC(=O)Nc1ccc2c(c1)OC[C@H](C)N(C(=O)c1ccccc1)C[C@@H](C)[C@H](OC)CN(C)C2=O,-1.3,6.6,-10.6,0.4,-3.7,3.5,0.8,0.4
C[C@@H]1CN([C@@H](C)CO)C(=O)c2cc(/C=C/c3ccccc3)cnc2O[C@@H]1CN(C)C(=O)Nc1ccccc1F,6.8,-5.4,-19.2,3.8,1.9,-2.0,2.8,-0.8

# Rows were taken by chance; any-hit rate near 3.3%.
